Bioassay records as filed in PubChem.
GLP1R ag = agonists of human GLP-1 receptor; AID 624172; HEK293 GLP-1R CRE-luciferase, luminescence, 4-6 h; cells express a hypersensitive GLP-1R form; Potency, µM (series often up to 45.6 µM), without a hit: at the top dose activation, usual class: activators; 0.007% of 380,000 active; also: potency is read from the fitted curve at half-maximal effect; % of control where 0% means no effect
PTHR1 ag = agonists of human PTHR1 parathyroid hormone receptor | Q03431 | HEK293 GP2 PTHR1 cells, GloSensor cAMP luminescence, 1 h | Potency, µM (top dose mostly 115 µM), for the others: at the highest dose activation, usual class: activators | 0.075% of 410,000 active; also: potency is read from the fitted curve at half-maximal effect; nearly all actives have a fitted effect of over 55% in size; some results filed as inactive show a strong effect at the top dose; inactives centre near -15; many of its hits are not listed in these tables
Target sequence (Q03431 whole entry, looked up): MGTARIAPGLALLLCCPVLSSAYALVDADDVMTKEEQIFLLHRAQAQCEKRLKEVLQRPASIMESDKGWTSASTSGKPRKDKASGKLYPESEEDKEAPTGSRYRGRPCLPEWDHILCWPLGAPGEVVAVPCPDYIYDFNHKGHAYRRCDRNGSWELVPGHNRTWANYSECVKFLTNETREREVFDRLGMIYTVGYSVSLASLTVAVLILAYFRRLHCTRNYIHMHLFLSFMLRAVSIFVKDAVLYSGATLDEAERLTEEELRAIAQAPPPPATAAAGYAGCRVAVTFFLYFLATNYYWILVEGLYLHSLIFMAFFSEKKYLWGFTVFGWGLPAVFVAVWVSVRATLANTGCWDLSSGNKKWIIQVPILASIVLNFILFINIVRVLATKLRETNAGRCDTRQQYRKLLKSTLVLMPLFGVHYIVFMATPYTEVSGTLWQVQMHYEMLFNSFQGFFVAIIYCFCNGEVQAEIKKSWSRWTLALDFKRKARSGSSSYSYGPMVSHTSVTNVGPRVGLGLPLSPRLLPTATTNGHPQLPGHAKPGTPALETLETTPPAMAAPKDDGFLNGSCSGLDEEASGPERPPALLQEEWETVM
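HEK-293-derived GP2 cells expressing PTHR1 and a GloSensor cAMP reporter, 3,000/well, plated overnight, given luciferin plus IBMX (each 0.5 mM as added) for 1 h at 37 °C, then compound for 1 h at 37 °C. Luminescence was read after 15 min at room temperature.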
aSyn yeast inh = alpha-synuclein toxicity inhibition in yeast | 0.14% of 370,000 active | Yeast expressing alpha-synuclein, growth rescue, BacTiter-Glo, 24 h | Potency, µM (titrated, usually from 46.1 µM), without a hit: top-dose growth rescue (activation), actives largely listed as activators | AID 652106; also: potency is read from the fitted curve at half-maximal effect; % of control where 0% means no effect; nearly all actives have a fitted effect of over 65% in size
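Galactose-induced alpha-syn yeast (OD600=0.02, raffinose-pregrown) + pinned cpd, 24 hr, 30 deg C; growth by BacTiter-Glo luminescence. Growth restoration scores as activation.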
GLP1R inv ag = GLP-1 receptor (human) inverse agonism; 1.6% of 410,000 active; Potency, µM (titrated, usually from 38.3 µM), for inactives: at the highest dose activity change, negative = inhibition, usual class: inhibitors; AID 624417; HEK293 GLP-1R CRE-luciferase, luminescence, 24 h; GLP-1R form is constitutively active; also: potency is read from the fitted curve at half-maximal effect; % is scaled to controls: 0 for no effect and ±100 for the full control effect; nearly all actives have a fitted effect of over 55% in size
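Seeding at 200 cells/uL, 12 h culture, 24 hr compound treatment, then luciferase reagent and a luminescence read; cells are HEK293 stably expressing a constitutively active GLP-1R plus cAMP-responsive luciferase.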
DRD3 agonist = D3 dopamine receptor (human) agonism; D3R DiscoveRx beta-arrestin cells, luminescence, 90 min; P35462; 0.58% of 410,000 active; max activation, %; in the data active = max activation above about 30%; also: 0% is about no effect; mostly tested at two doses, the higher about 12 µM
Target sequence (P35462 whole entry, looked up): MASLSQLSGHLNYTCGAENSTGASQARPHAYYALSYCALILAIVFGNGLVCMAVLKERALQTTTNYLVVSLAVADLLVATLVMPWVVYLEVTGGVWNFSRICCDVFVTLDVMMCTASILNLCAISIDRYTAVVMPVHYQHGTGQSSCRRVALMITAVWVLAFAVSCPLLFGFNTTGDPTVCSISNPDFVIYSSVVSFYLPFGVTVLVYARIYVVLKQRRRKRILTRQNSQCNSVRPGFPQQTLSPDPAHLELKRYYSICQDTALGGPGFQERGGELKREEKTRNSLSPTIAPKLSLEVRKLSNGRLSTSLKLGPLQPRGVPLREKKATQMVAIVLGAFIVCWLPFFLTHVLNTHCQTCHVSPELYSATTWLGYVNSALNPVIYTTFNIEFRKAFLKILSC
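Agonist mode: compounds and dopamine controls were applied to plated cells for 90 min at 37 degrees C after an overnight attachment at 1500 cells/well. Luminescent read-out followed 30 - 60 minutes at room temperature with DiscoveRx detection reagent.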
KB-V1 cytotox = KB-V1 MDR subline cytotoxicity; KB-V1 MDR cells viability, CellTiter-Glo, 72 h; Potency, µM (series often up to 46.1 µM), for the others: top-dose activity change, negative = cytotoxicity, hits mostly cytotoxic; 3.4% of 400,000 active; also: potency is read from the fitted curve at half-maximal effect; % is scaled to controls: 0 for no effect and ±100 for the full control effect; nearly all actives have a fitted effect of over 60% in size
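qHTS viability screen in drug-selected KB-V1 MDR cells: 72 h compound treatment at 37 degrees C, ATP luminescence end point.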
HEK293 tox = cytotoxic in the GLP-1 receptor inverse agonist counter-screen; 0.13% of 410,000 active; Potency, µM (series often up to 38.3 µM), without a hit: at the highest dose activity change, negative = inhibition, hits mostly inhibitors; HEK293 cAMP-luciferase reporter cells, luminescence, 24 h;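 also: loss of luciferase light is scored as toxicity; potency is read from the fitted curve at half-maximal effect; % is scaled to controls: 0 for no effect and ±100 for the full control effect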
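Seeding density was 200 cells/uL; after overnight-length (12 h) culture, 23 nL compounds went on for 24 h at 37 °C. Readout used a luciferase detection reagent, luminescence taken after 12 min at room temperature.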
D3 antag = antagonists of human D3 dopamine receptor | P35462 | D3R cells, DiscoveRx beta-arrestin luminescence, antagonist mode; hits give low values | max response, negative = inhibition, % | 2.5% of 360,000 active | AID 652054; in the data active = max response below about -50%; inconclusive = no clear call, values can overlap the other calls; also: % is scaled to controls: 0 for no effect and ±100 for the full control effect; mostly tested at two doses, the higher about 12 µM
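Cells plated overnight at 1500 cells/well, then exposed to library compounds with dopamine controls for 90 minutes at 37 degrees C. DiscoveRx reagent added for 30–60 minutes at room temperature; luminescence read, quantitative HTS format.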
TDP43 rescue = inhibitors of TDP-43 toxicity in yeast | Potency, µM (doses to about 46.1 µM), without a hit: at the top dose growth rescue (activation), actives largely listed as activators | TDP-43 expressing yeast growth rescue, BacTiter-Glo, 24 h | 1.8% of 410,000 active; also: potency is read from the fitted curve at half-maximal effect; % of control where 0% means no effect; nearly all actives have a fitted effect of over 50% in size
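In this qHTS, compounds that restore growth of yeast expressing TDP-43 appear as activators. Cells (OD600=0.02, galactose medium, raffinose-pregrown) are incubated with compound 24 hr at 30 deg C and growth is quantified by BacTiter-Glo.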
* hit, by the source's call; i = inactive; ? = inconclusive; · = no result given; & = joins results of further samples; [ ] = remark or other dose. Unless noted, calls follow the shape of the dose curve; as a rule, active = well fitted curve in the direction sought with a large enough effect; inconclusive = small, poorly fitted or top-dose-only effect, or another doubt; inactive = no such curve, though single readings can be large; an effect the other way counts as inactive or inconclusive. An excerpt; rates above refer to the full screens.

molecule	GLP1R ag	PTHR1 ag	aSyn yeast inh	GLP1R inv ag	DRD3 agonist	KB-V1 cytotox	HEK293 tox	D3 antag	TDP43 rescue
Cc1cc(C)nc(SC2CCCCC2NS(=O)(=O)c2ccccc2)n1 (stereo not given)	12.1%	-0.2%	5.6%	?	-4.9	-2.3%	-18.4%	4.2	13.1%
O=C(c1ccccc1)c1sc(N2CCCCCC2)nc1-c1ccccc1	12.0%	-18.1%	-2.4%	5.01µM*	-6.0	?	97.1%[activator]	-6.4	-1.9%
CCOc1cc(/C=C2\SC(=Nc3ccc(CC)cc3)NC2=O)ccc1OCC(=O)O	5.6%	i	9.5%	-10.7%	5.5	0.0%	-2.0%	7.9	2.1%
S=c1[nH]c2ccc(Cl)cc2s1	6.6%	-19.2%	-18.2%	-20.1%	-0.3	-2.4%	?	4.5	-68.7%[inhibitor]
COc1ccccc1OCC(=O)n1cc(C(=O)c2cc(Cl)cc(Cl)c2O)cn1	10.1%	i	3.7%	22.5%	-3.7	14.9%	-3.9%	-21.8	-9.3%
Cc1cccc(NC(=O)c2ccc([N+](=O)[O-])s2)c1C	8.9%	-15.2%	2.0%	-8.4%	-10.6	-8.2%	-5.4%	-11.1	11.2µM*
Cn1c(CCNC(=O)c2ccc(Cl)cc2)n[nH]c1=S	0.2%	-31.3%[inhibitor][57.5 µM]	2.2%	3.7%	-1.7	-0.8%	9.4%	70.3	-2.6%
C/C(=N\NC(=O)C(=O)Nc1ccc(C)cc1)c1ccncc1	-1.6%	-0.5%	-6.3%	-3.9%	8.8	?	11.1%	0.9	-4.2%
CC(NC(=O)CCc1nnc(C2(c3ccc(Cl)cc3)CCC2)o1)C1CC1 (stereo not given)	4.4%	i	6.4%	?	14.0	-1.1%	-14.1%	-10.9	-7.0%[0.397 µM]
Cc1cccc2c(CC(=O)Nc3ccccc3)noc12	-0.3%	i	2.3%	-0.4%	12.3	2.5%	-2.6%	22.4	-12.3%
CCC(=O)Oc1ccc(C2NC(=O)c3ccccc3O2)cc1OC (stereo not given)	-6.6%	-20.1%	-8.0%	13.1%	3.9	?	3.7%	-5.9	0.0%
CCC/C(C#Cc1ccc(N(C)C)cc1)=C1/c2ccccc2C(=O)N1c1ccccc1	17.5%	-7.8%	-0.4%	-11.1%	5.8	1.8%	217.1%[activator]	11.0	5.4%
COCCCn1c(=O)c2sccc2n(Cc2cccc(C)c2)c1=O	12.3%	-15.7%	3.2%	-10.4%	3.2	?	-1.0%	7.3	6.5%
CCN(CC)C(=O)C1CCCN(c2ncnc3c2nc2n3CCCCC2)C1 (stereo not given)	·	-7.9%	·	10.6%	-2.6	-16.8%	-5.6%	·	19.2%
CC(=O)SC1CC(=O)N(c2ccc(C(C)(C)C)cc2)C1=O (stereo not given)	-1.1%	i	-2.0%	?	10.2	?	?	-19.3	?
CCOc1cc(/C=N\NC(=O)c2ccc(C)nc2)ccc1OC(=O)c1ccc(F)cc1	5.1%	i	-6.7%	3.4%	-1.2	0.0%	-2.7%	20.3	-2.9%
CC1(C(=O)NCc2ccc3c(c2)OCO3)CCN1C(=O)Cc1ccc(Cl)cc1Cl (stereo not given)	17.8%	-7.4%	0.5%	-6.0%	5.9	?	3.8%	30.8	?
Cc1cc(-c2ccc(C)c(S(=O)(=O)Nc3ccc(S(N)(=O)=O)cc3)c2)on1	-1.2%	-0.3%	0.8%	26.4%	2.6	2.8%	-18.9%	0.0	23.5%
CCOc1cc(/C=N/NC(=O)C2CC2)ccc1OC(C)C	3.5%	i	-4.8%	2.3%	-15.3	27.5%	-6.4%	-11.5	-4.9%
CC(NC(=O)CSc1nnc(-c2cccc(S(=O)(=O)N3CCCCC3)c2)o1)C12CC3CC(CC(C3)C1)C2 (stereo not given)	-15.0%	-22.6%[57.5 µM]	3.3%	0.7%	-4.3	-5.1%	2.3%	-4.1	-0.5%
C#CCn1cc(Cl)cc(C(=O)Nc2ccccc2)c1=O	16.4%	3.7%	-1.0%	38.1%[activator]	-0.8	-3.1%	41.9%[activator]	7.0	-5.0%
O=C(Cn1cccc1C(=O)c1ccccc1)NCc1ccc(Cl)cc1	8.2%	-16.1%	1.7%	-19.8%&-5.7%	-1.4&0.0	-4.2%	4.5%&1.4%	-22.5	8.3%&10.4%
Cc1ccc(C(C)C)c(OCCn2cc(C(=O)c3ccco3)c3ccccc32)c1	·	-74.5%[inhibitor]	·	?	10.5	?	21.1%	·	1.1%
CC(=O)Nc1ccc(CC#N)cc1	4.5%	-13.2%	-0.3%	14.6%	4.7	?	-2.3%	1.6	-8.1%
COCCN(CCOC)CC(O)COC(c1ccccc1)c1ccccc1 (stereo not given)	7.1%	-17.8%	-4.7%	-29.8%	-0.5	-0.3%	-10.5%	3.2	15.0%

Fetched by structure from above, two records:
molecule	GLP1R ag	PTHR1 ag	aSyn yeast inh	GLP1R inv ag	DRD3 agonist	KB-V1 cytotox	HEK293 tox	D3 antag	TDP43 rescue
CC(NC(=O)CSc1nnc(-c2cccc(S(=O)(=O)N3CCCCC3)c2)o1)C12CC3CC(CC(C3)C1)C2 (stereo not given)	-15.0%	-22.6%[57.5 µM]	3.3%	0.7%	-4.3	-5.1%	2.3%	-4.1	-0.5%
C/C(=N\NC(=O)C(=O)Nc1ccc(C)cc1)c1ccncc1	-1.6%	-0.5%	-6.3%	-3.9%	8.8	?	11.1%	0.9	-4.2%

Among those listed so far, these contain an NH in an aromatic ring:
molecule	GLP1R ag	PTHR1 ag	aSyn yeast inh	GLP1R inv ag	DRD3 agonist	KB-V1 cytotox	HEK293 tox	D3 antag	TDP43 rescue
S=c1[nH]c2ccc(Cl)cc2s1	6.6%	-19.2%	-18.2%	-20.1%	-0.3	-2.4%	?	4.5	-68.7%[inhibitor]
Cn1c(CCNC(=O)c2ccc(Cl)cc2)n[nH]c1=S	0.2%	-31.3%[inhibitor][57.5 µM]	2.2%	3.7%	-1.7	-0.8%	9.4%	70.3	-2.6%

Later entries.
molecule	GLP1R ag	PTHR1 ag	aSyn yeast inh	GLP1R inv ag	DRD3 agonist	KB-V1 cytotox	HEK293 tox	D3 antag	TDP43 rescue
O=C(NNC(=O)C1CCCCC1)c1ccncc1	0.6%	i	1.6%	17.6%	-4.5	21.7%	0.1%	6.4	-0.2%
O=C(COc1cccnc1[N+](=O)[O-])NC1CCS(=O)(=O)C1 (stereo not given)	1.3%	-50.7%[inhibitor]	0.5%	0.1%	-7.7	0.7%	-10.5%	8.5	-24.5%
Cc1ccc(S(=O)(=O)c2c(N)n(Cc3ccco3)c3nc4ccccc4nc23)cc1	-0.7%	-20.2%	2.0%	?	0.0	-9.4%	0.0%	?	10.5%
COc1ccc(C2=NS(=O)(=O)N(C)C(C(=O)NC3CCCC3)=C2)cc1	-2.0%	-11.9%	1.7%	-23.3%	-11.9	-13.8%	2.1%	11.5	2.3%
CCOc1ccccc1C(=O)Nc1ccc(-n2nncc2-c2ccccc2)cc1	·	i	·	19.7%	-8.4	-20.9%	-5.7%	·	-1.4%
Cc1ccc(S(=O)(=O)c2nnn3c2nc(NCc2ccc(F)cc2)c2sccc23)cc1	·	5.0%	·	17.6%	-11.3	11.8%	3.5%	·	-10.3%
CC1CCCC(C)N1C(=O)COC(=O)/C=C/c1ccc(Br)o1 (stereo not given)	9.1%	-9.3%	1.9%	?	4.2	·	10.0%	-5.8	0.0%
CC(=O)NCc1ccc(-c2csc(N)n2)s1	-4.0%	i	3.4%	0.0%	0.8	0.0%	-10.4%	10.4	13.3%
CCOC(=O)c1cc(S(=O)(=O)Nc2ccc(OC(F)(F)F)cc2)[nH]n1	-2.1%	-11.2%	·	-24.2%	-11.6	0.0%	-4.9%	·	17.6%
CCOc1ccc(S(=O)(=O)N(CC(=O)NCC2CCCO2)c2ccc(F)cc2)cc1 (stereo not given)	3.2%	-14.9%	-2.3%	-24.3%	-5.8	19.2%	2.9%	0.1	-20.6%
Cc1[nH]c(=O)[nH]c(=O)c1S(=O)(=O)N1CCC(C(=O)NC(C)c2ccccc2)CC1 (stereo not given)	-1.8%	-8.4%	-3.7%	4.1%	-12.4	0.0%	1.4%	9.2	3.2%
CCOc1ccc(CN(C)CC(=O)Nc2cc(C)c(C)cc2[N+](=O)[O-])cc1	15.9%	-22.8%	-2.9%	-7.3%	2.5	?	-2.8%	12.2	-3.8%
Cc1ccc(C)c(NC(=O)COC(=O)c2ccc[n+]([O-])c2)c1	-1.4%	-9.4%	-1.0%	4.9%	-13.3	1.6%	17.7%	-19.1	17.4%
COc1ccc(C(=O)Nc2ccc(NC(C)=O)cc2)cc1S(=O)(=O)N1CCCCC1C (stereo not given)	-3.4%	i	0.1%	19.7%	6.7	-14.6%	-30.8%	-2.0	8.4%
COc1ccc(CN(C)C(=O)C(Cc2ccccc2)NC(=O)c2ccccc2)cc1F (stereo not given)	-10.6%	-17.7%	1.5%	?	1.8	?	?	22.9	21.2%
Cc1ccc(S(=O)(=O)NNC(=O)Nc2ccccc2F)c(C)c1	4.7%	-7.1%	4.8%	-0.8%	2.4	?	0.4%	0.5	11.4%
Cn1c(N)c(C(=O)CSc2nnc(C3CC3)n2-c2ccccc2)c(=O)[nH]c1=O	3.5%	i	-4.7%	10.9%	-2.4	4.3%	-1.4%	16.2	-2.6%
